DAGLB inh: DAGLB lipase inhibitors, primary screen, biochemical, fluorescence, HTS; HEK293T DAGLB membrane lysate, EnzChek fluorogenic substrate; inhibition, % at 5.17 µM; actives 0.059% (n = 340,000); in the data active = inhibition above about 34%;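 note: 0% = enzyme with vehicle and 100% = wells lacking enzyme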
Target sequence (Q8NCG7 whole entry, looked up): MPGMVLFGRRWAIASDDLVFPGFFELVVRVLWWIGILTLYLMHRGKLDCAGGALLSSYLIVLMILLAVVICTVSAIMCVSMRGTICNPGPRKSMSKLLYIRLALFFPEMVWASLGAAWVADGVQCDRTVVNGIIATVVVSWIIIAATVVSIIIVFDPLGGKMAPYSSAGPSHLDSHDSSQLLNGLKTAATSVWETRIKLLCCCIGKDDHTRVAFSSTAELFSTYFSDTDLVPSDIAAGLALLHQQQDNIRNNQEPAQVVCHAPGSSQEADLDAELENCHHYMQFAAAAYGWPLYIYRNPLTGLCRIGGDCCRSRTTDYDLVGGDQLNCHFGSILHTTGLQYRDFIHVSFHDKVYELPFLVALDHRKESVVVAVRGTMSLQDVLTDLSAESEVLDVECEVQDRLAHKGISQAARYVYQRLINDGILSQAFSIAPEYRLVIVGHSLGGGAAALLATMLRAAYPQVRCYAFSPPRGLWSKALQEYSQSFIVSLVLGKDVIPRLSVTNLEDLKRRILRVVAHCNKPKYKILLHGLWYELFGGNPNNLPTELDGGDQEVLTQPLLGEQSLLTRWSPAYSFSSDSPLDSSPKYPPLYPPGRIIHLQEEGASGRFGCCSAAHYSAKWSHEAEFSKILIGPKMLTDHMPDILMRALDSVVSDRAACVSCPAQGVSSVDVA
HTR5A inv ag: HTR5A inverse agonists in luminescence cell assay, primary screen, counter-screen for OPRM1-OPRD1 heterodimer inverse agonist project, full-deck HTS. HTR5A cell line, inverse agonism. inhibition, % at 9.3 µM. actives 0.083% (n = 340,000). AID 504634, 2011; in the data active = inhibition mostly above about 23%, no sharp cut-off; inactive = mostly below about 18%;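 note: 0% = cells with DMSO and 100% = no-cell wells with DMSO; some compounds called inactive have numbers as strong as hits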
Target sequence (P47898 whole entry, looked up): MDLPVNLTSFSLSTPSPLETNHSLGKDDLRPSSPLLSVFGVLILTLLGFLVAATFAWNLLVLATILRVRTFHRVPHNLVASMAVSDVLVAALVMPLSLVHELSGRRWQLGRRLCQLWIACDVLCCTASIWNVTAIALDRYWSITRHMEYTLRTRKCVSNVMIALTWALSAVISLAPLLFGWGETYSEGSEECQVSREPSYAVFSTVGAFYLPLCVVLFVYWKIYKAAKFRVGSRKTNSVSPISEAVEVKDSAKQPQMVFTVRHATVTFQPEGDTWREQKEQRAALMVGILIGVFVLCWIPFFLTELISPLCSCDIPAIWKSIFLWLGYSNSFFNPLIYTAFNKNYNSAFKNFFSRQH
PKA-R2B act: activators of PKA-R2B holoenzyme, primary screen, biochemical, fluorescence polarization, Cy5-IP20, human | PKA-R2B holoenzyme dissociation; R2B truncated from residue 108, S112A mutant; 0% DMSO only, 100% 113 µM cGMP | activation, % at 11.4 µM | actives 0.079% (n = 340,000) | AID 504700, 2011;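 active = activation above a cutoff set at the mean over all compounds plus 3 SD, cut at about 18% in these data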;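 note: higher means more holoenzyme dissociation and a rise in polarization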
Ecoli viability: E. coli V3065 growth inhibition, primary screen, counter-screen for AddAB inhibitor project, absorbance, OD600 | 18 h | inhibition, % at 11.9 µM | actives 0.27% (n = 330,000);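 active = inhibition above the campaign's mean inhibition across all tested compounds plus 3 SD, cut at about 9.9% in these data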;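 note: uninfected addAB+ strain grown without phage in ampicillin broth; 0% = DMSO wells and 100% = ciprofloxacin 0.95 µg/ml wells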
Tat export inh: E. coli Tat export inhibitors, primary screen, MC4100, TorA-mCherry reporter, fluorescence, single point; inhibition, % at 10 µM; actives 0.036% (n = 340,000);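 active = mean replicate inhibition at least 50% and at least half of replicates individually reaching 50%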;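 note: exported cargo escapes ClpAP degradation while cytoplasmic cargo is degraded and loses fluorescence; 0% = median of neutral control wells and 100% = median of NaSCN control wells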
Mot1-301 SUMO: yeast Mot1-301 growth rescue at high temperature, primary screen, SUMOylation pathway inhibitor project, S. cerevisiae, ATP luminescence, 38.5C | S. cerevisiae Mot1-301 growth rescue; percent above DMSO median, 100 means doubled | growth rescue, % at 18.8 µM | actives 1% (n = 320,000);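 active = every valid replicate shows activation above 250% relative to neutral control wells; inactive = the rest, any valid replicate at or below 250%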;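 note: OY570 slx delta 5 strain wells were the positive control but not used for scaling; some compounds called inactive have numbers as strong as hits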
PKA-R1A activ: activators of PKA-R1A holoenzyme, primary screen, biochemical, fluorescence polarization, Cy5-IP20, bovine R1A, mouse PKAc; cAMP-dependent protein kinase type I-alpha regulatory subunit (Bos taurus) + …; PKA-R1A dissociation; scaled: DMSO 0%, 113 µM cGMP 100%; activation, % at 11.4 µM; actives 0.083% (n = 340,000); AID 504707, 2011;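 active = percent activation above the mean of all tested compounds plus 3 SD, cut at about 19% in these data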;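 note: higher means more PKAc released from R1A so a rise in polarization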
HTR5A ag ctr: HTR5A agonists in luminescence cell assay, primary screen, counter-screen for OPRM1-OPRD1 heterodimer agonist project, full-deck HTS; 5-hydroxytryptamine receptor 5A (Homo sapiens), P47898; cell-based; activation, % at 9.3 µM; actives 0.61% (n = 340,000); AID 504692, 2011; in the data active = activation mostly above about 9.5%, no sharp cut-off; inactive = mostly below about 7.6%;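 note: 0% = cells with vehicle only and 100% = reference agonist; strong numbers were not always called active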
phage Ecoli inh: growth loss of phage-infected E. coli, primary screen, RecBCD inhibitor project, absorbance, with phage, HTS | inhibition, % at 11.9 µM | actives 0.26% (n = 360,000); in the data active = inhibition above about 11%
AddAB inh: growth inhibition of E. coli expressing H. pylori AddAB, primary screen, AddAB inhibitor project, absorbance | actives 0.29% (n = 330,000) | inhibition, % at 11.9 µM | AID 435030, 2010; in the data active = inhibition above about 12%;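 note: 0% = vehicle wells of infected cells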
CDK5 inh: inhibitors of human CDK5/p35 kinase, primary screen, biochemical, single concentration. Cyclin-dependent kinase 5 (Homo sapiens) + Cyclin-dependent kinase 5 activator 1 (Homo …. Recombinant CDK5/p35, ADP-Glo luminescence, 60 min. inhibition, % at 10 µM. actives 0.01% (n = 330,000). AID 488839, 2010;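 active = highest replicate inhibition of at least 50% and at least 75% of replicates reaching 50%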;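 note: plate controls were DMSO neutral control for no effect and GW8510 at 10 µM for full effect; many of its hits are not listed in these tables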
Active calls of the source: *; x = not tested or not shown; & = joins results of further samples.

1) Cc1ccc(C(=O)OCc2nnc(-c3ccccc3)o2)s1
2) c1ccc2[nH]c(SCc3cscn3)nc2c1
3) CC(C)CCNC(=O)NC(=O)COC(=O)/C=C/c1cccc([N+](=O)[O-])c1
4) Cc1cc(N2CCN(C)CC2)nc2ccc(NC(=O)CCC(=O)NCCC3=CCCCC3)cc12
5) CN1C(=S)NC(C)(C)CC1(C)c1ccc(O)cc1O (stereo not drawn)
6) CCC1CCCCN1CCCNC(=O)CNC(=O)Cn1ccc2ccccc2c1=O (stereo not drawn)
7) CS(=O)(=O)NN1C(=O)c2ccccc2NC1c1cc2ccccc2nc1Cl (stereo not drawn)
8) Cc1c(N2C(=O)/C(=C\c3cccc4ccccc34)SC2=S)c(=O)n(-c2ccccc2)n1C
9) COc1ccc(C2=Nc3ccc(Br)cc3C(c3ccccc3)N2CC(=O)NN)cc1 (stereo not drawn)
10) Cn1c(CNC(=O)C(Cc2ccccc2)NC(=O)c2cccc(F)c2)cc(=O)n(C)c1=O (stereo not drawn)
Assay by compound,1,2,3,4,5,6,7,8,9,10
DAGLB inh,-11,2,0,0,-2,-2,0,0,4,-3
HTR5A inv ag,-2,6,1,14,7,-1,-8,7,-11,-24
PKA-R2B act,-7,-3,-1,2,-14,3,-12,-8,0,1
Ecoli viability,1.0,2.1,-0.1,-1.8,1.5,-0.6,-0.7,-0.1,-0.4,2.5
Tat export inh,-2,-6,-1,-9,4,-9,-5,-2,4,3
Mot1-301 SUMO,3,129,x,-5,-9,-10,241,x,82,5
PKA-R1A activ,-2,5,-6,-1,-4,11,-15,-10,7,-4
HTR5A ag ctr,1,-1,2,-5,0,0,5,-3,0,2
phage Ecoli inh,4.3,2.2,-0.5,-0.1,0.4,-0.1,4.6,3.0,3.1,2.9
AddAB inh,1.0,1.7,1.4,0.9,3.7,1.2,0.7,-0.8,0.3,3.3
CDK5 inh,-0.8,2.0,0.1,2.5,0.8,2.2,0.2,0.1,-0.1,0.1

Three of these compounds in another layout.
| no. | compound | DAGLB inh | HTR5A inv ag | PKA-R2B act | Ecoli viability | Tat export inh | Mot1-301 SUMO | PKA-R1A activ | HTR5A ag ctr | phage Ecoli inh | AddAB inh | CDK5 inh |
| --- | --- | --- | --- | --- | --- | --- | --- | --- | --- | --- | --- | --- |
| 8 | Cc1c(N2C(=O)/C(=C\c3cccc4ccccc34)SC2=S)c(=O)n(-c2ccccc2)n1C | 0 | 7 | -8 | -0.1 | -2 | x | -10 | -3 | 3.0 | -0.8 | 0.1 |
| 7 | CS(=O)(=O)NN1C(=O)c2ccccc2NC1c1cc2ccccc2nc1Cl (stereo not drawn) | 0 | -8 | -12 | -0.7 | -5 | 241 | -15 | 5 | 4.6 | 0.7 | 0.2 |
| 10 | Cn1c(CNC(=O)C(Cc2ccccc2)NC(=O)c2cccc(F)c2)cc(=O)n(C)c1=O (stereo not drawn) | -3 | -24 | 1 | 2.5 | 3 | 5 | -4 | 2 | 2.9 | 3.3 | 0.1 |

Following part:
11) CCC(CC)NC(=O)CSc1nnc(-c2c[nH]c3ccccc23)o1
12) CCOc1cc(C2C(C(=O)N3CCOCC3)=C(C)NC3=C2C(=O)CCC3)ccc1O (stereo not drawn)
13) COc1ccccc1N1CCN(C(=O)c2nn(C)c3c2CS(=O)(=O)c2ccccc2-3)CC1
14) COc1ccc(NC(=O)CN(C)C(=O)CCNC(=O)Nc2ccccc2)cc1
15) O=C1/C(=C\c2cc(Br)cc(Br)c2O)SC(=S)N1Cc1ccccc1
16) CCN(CC)S(=O)(=O)c1cccc(-c2nnc(SC(C)C(N)=O)n2CCc2ccccc2)c1 (stereo not drawn)
17) OC(CNCc1ccccc1C(F)(F)F)C(F)(F)F (stereo not drawn)
18) O=C(Nc1ccccc1)c1cc2c(=O)c3ccccc3oc2nc1C(F)(F)F
19) Cc1ccc(C(=O)N(CC(=O)NC2CCCC2)c2ccccc2C)s1
20) COc1cc(NC(=O)c2cnc(N)s2)cc(C(=O)Nc2cccc(C(F)(F)F)c2)c1
Assay by compound,11,12,13,14,15,16,17,18,19,20
DAGLB inh,0,0,1,1,11,1,-2,0,-1,1
HTR5A inv ag,2,6,11,5,-7,-11,6,0,-18,x
PKA-R2B act,-9,5,6,-7,4,2,-16,-8,-1,-6
Ecoli viability,-1.5,0.7,1.7,x,-0.8,-0.4,-1.3,-0.3,-0.1,-2.1
Tat export inh,-4,0,-6,-11,-7,5,-3,-3,8,x
Mot1-301 SUMO,-8,28,10,x,197,-1,12,2,5,7
PKA-R1A activ,-6,9,5,5,8,-4,-5,-13,-6,-5
HTR5A ag ctr,-1,8,-3,-2,2,4,-2,-3,-1,x
phage Ecoli inh,6.2,1.2,1.8,-0.1,x,1.2,2.7,3.9,0.7,1.3&2.2
AddAB inh,3.7,0.3,0.4,x,-1.5,2.1,-0.2,2.3,-0.7,1.5
CDK5 inh,-0.3,2.7,-0.5,-8.7,6.0,-1.7,1.7,-1.5,0.9,x

21) CCSc1ncc(Cl)c(C(=O)Nc2ccc(S(N)(=O)=O)cc2)n1
22) O=C(CSc1nnc(-c2ccncc2)n1-c1ccccc1Cl)Nc1ccc(C(=O)O)cc1
23) CC1(C)C(=O)Nc2ccccc2N1C(=O)CN1C(=O)C(=O)N(C2CCCC2)C1=O
24) O=C(c1cc2cc3ccc(Cl)cc3nc2o1)N1CCN(Cc2ccc3c(c2)OCO3)CC1
25) CN=C(Nc1ccccc1)SC1CC(=O)N(c2ccc(C(=O)OC)cc2)C1=O (stereo not drawn)
26) CCC(C)(C(=O)NC1CCCCC1)N(Cc1ccco1)C(=O)CC1NC(=O)NC1=O (stereo not drawn)
27) O=C(COc1ccccc1)Nc1ccccc1C(=O)NC1CC1
28) Cc1ccc(-n2nc3c(c2NC(=O)CC(C)C)CS(=O)C3)cc1 (stereo not drawn)
29) CN(C)C(=O)CCc1ccc2c3c([nH]c2c1)[C@]1(CCC2CCCC2)[C@@H](C(=O)N2CCOCC2)C[C@H](CC(=O)NCCc2ccccn2)C(=O)N1CC3
30) COc1ccccc1-n1c(C)nc2cc(C(=O)NCC3CCCO3)ccc21 (stereo not drawn)
Assay by compound,21,22,23,24,25,26,27,28,29,30
DAGLB inh,1,-3,4,0,-7,1,-5,-1,0,-1
HTR5A inv ag,6,-11,5,-17,-6,-4,-2,6,-15,0
PKA-R2B act,3,5,-2,-5,2,2,-5,-9,-4,-2
Ecoli viability,2.0,0.5,0.0,x,-1.5,0.5,-1.4,0.7,-1.1,2.0
Tat export inh,-7,-12,-1,5,10,-1,14,0,2,1
Mot1-301 SUMO,-6,-4,51,x,-11,106,-8,-2,x,4
PKA-R1A activ,5,8,-5,-4,-7,9,-3,1,-9,0
HTR5A ag ctr,-2,4,-2,5,2,1,1,-2,4,4
phage Ecoli inh,-0.3,5.0,4.3,0.3,2.0,0.6,5.2,1.4,-0.6,3.8
AddAB inh,3.4,6.3,0.4,x,1.1,1.1,-1.0,-1.4,0.4,2.2
CDK5 inh,0.0,-0.4,-0.8,-4.6,-0.8,1.1,-1.7,-0.2,-1.5,-2.4

31) CS(=O)(=O)N1CCN=C1SCc1cccc(F)c1
32) Cc1cc(OCC(O)CN2CCCC2)ccc1C(C)C (stereo not drawn)
33) O=C1c2ccccc2C(=O)C1(CO)c1ccccc1
34) NC(=O)C1CCN(S(=O)(=O)c2cccc(C(=O)O)c2)CC1
35) O=C(NC1CCS(=O)(=O)C1)c1cn(-c2ccccc2)nc1-c1ccccc1 (stereo not drawn)
36) COc1ccc(C(=O)N2CCNC(=O)C2CC(=O)Nc2cc(Cl)ccc2OC)cc1 (stereo not drawn)
37) COc1ccccc1CCC(=O)OCC(=O)Nc1cc(S(=O)(=O)N2CCOCC2)ccc1C
38) Cc1ccc(/C(O)=C2/C(=O)C(=O)N(c3ccccn3)C2c2ccc([N+](=O)[O-])cc2)cc1 (stereo not drawn)
39) COc1ccccc1CNC(=O)C1CCN(S(=O)(=O)c2ccc3c(c2)OCCCO3)CC1
40) COC(=O)CC1NCCNC1=O (stereo not drawn)
41) Cc1nc2ccccn2c1C(=O)NNC(=S)Nc1ccc(Cl)cc1
42) Cc1oc(C)c2c(=O)ccc3c(c12)OC(N)=C(C#N)C3c1ccc(F)cc1 (stereo not drawn)
Assay by compound,31,32,33,34,35,36,37,38,39,40,41,42
DAGLB inh,-1,-1,2,-1,0,0,1,8,-3,-1,3,-1
HTR5A inv ag,8,-13,6,-22,4,-20,15,3,11,-4,-21,-17
PKA-R2B act,3,1,-11,-1,-8,-14,-13,-1,2,13,-13,2
Ecoli viability,-0.2,x,-0.3,0.8,-0.8,-2.1,-2.3,-0.1,0.2,-2.3,-5.4,-1.6
Tat export inh,3,1,2,-1,-5,-1,9,-1,-6,-4,-7,8
Mot1-301 SUMO,331,9,2,130,-18,-1,87,8,12,-19,-5,-11
PKA-R1A activ,-5,-7,-1,5,5,-12,-8,-8,-1,-4,0,-3
HTR5A ag ctr,-2,3,-2,4,-3,-4,-6,-6,2,6,-3,7
phage Ecoli inh,-0.3,-0.3,0.9,1.6,3.2,-0.4,1.0,1.1,0.9,2.0,-3.4,0.8
AddAB inh,2.2,x,2.3,0.8,2.4,1.3,0.2,0.8,0.8,-1.9,-3.2,1.1
CDK5 inh,-0.5,-1.0,-0.4,0.3,0.7,-0.7,-2.5,-1.2,-1.4,-0.7,3.6,1.5

Assay outcomes (PubChem BioAssay)
